Assay outcomes as filed in PubChem BioAssay.
Pol beta inh: blocks human DNA polymerase beta activity | Pol beta primer extension/strand displacement, fluorescence kinetic | P06746 | Potency, µM (highest dose often 114 µM), for the others: at the top dose activity change, negative = inhibition, hits mostly inhibitors | 340,000 tested, 1.3% active; further: potency means the concentration at half of the fitted maximal effect; on the % scale 0 is the no-effect control and ±100 the full control effect
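10 nM enzyme + cpd, 15 min RT; start with substrate 50 nM final; read 0 min and after 10 min RT. Corrected, normalized data; 4-parameter Hill curve fit.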
ERG Ets-DNA blk: blocks human ERG Ets domain binding to DNA; fluorescence polarization, His-ERG Ets domain / labelled DNA; P11308; AID 624246; 370,000 tested, 0.028% active; Potency, µM (titrated, usually from 76.9 µM), for the others: at the highest dose FP activity, negative = inhibition, usual class: inhibitors; active means well fitted inhibition curve with a large enough effect in the polarisation, with a control signal flat; inconclusive means small, poorly fitted or top-dose-only effect, or effect the other way, or a change in a side signal; inactive means no such curve, though single readings can be large or run the other way; the % refers to the polarisation;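 further: polarization taken with two DNA probes labelled with fluorescein and Texas red; potency means the concentration at half of the fitted maximal effect; % of control where 0% means no effect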
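His-tagged ERG Ets domain (1 uM in the protein solution; 300mM KCl, 50mM Tris-HCl, 1mM EDTA, 1mM DTT, pH 7.5) received compound, then a probe mix of 5 nM fluorescein-DNA and 100nM Texas-615-DNA. Fluorescence polarization was read for both dyes.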
APE1 inh: inhibitors of human APE1 endonuclease; P27695; recombinant APE1, TAMRA/BHQ-2 abasic DNA cleavage fluorescence; Potency, µM (series often up to 65.8 µM), for the others: top-dose activity change, negative = inhibition, actives largely listed as inhibitors; 350,000 tested, 0.35% active;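 further: potency means the concentration at half of the fitted maximal effect; plate controls were vehicle for no effect and reference inhibitor for full effect; nearly all actives have a fitted effect of over 55% in size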
Target sequence (P27695 whole entry, looked up): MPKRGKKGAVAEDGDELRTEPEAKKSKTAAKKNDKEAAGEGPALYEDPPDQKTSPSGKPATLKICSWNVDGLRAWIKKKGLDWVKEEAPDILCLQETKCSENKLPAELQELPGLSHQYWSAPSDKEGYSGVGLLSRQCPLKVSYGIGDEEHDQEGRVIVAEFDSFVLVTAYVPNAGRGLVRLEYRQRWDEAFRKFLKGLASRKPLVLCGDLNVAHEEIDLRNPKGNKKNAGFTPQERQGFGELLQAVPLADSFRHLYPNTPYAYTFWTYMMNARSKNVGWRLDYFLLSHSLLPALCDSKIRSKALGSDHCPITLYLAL
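Activity was derived from the fluorescence gain between first and third kinetic reads (60 s intervals, ex 525/em 598 nm) after 50 nM THF-abasic TAMRA/BHQ-2 duplex was added to 0.75 nM APE1 preincubated 15 min with compound.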
ALOX12 inh: ALOX12 (human) lipoxygenase inhibition; purified 12hLO, xylenol orange hydroperoxide absorbance; Potency, µM (series often up to 108 µM), without a hit: top-dose activity change, negative = inhibition, most hits filed as inhibitors; P18054; AID 1671190; 580,000 tested, 1.1% active; further: potency means the concentration at half of the fitted maximal effect; on the % scale 0 is the no-effect control and ±100 the full control effect
Target sequence (P18054 whole entry, looked up): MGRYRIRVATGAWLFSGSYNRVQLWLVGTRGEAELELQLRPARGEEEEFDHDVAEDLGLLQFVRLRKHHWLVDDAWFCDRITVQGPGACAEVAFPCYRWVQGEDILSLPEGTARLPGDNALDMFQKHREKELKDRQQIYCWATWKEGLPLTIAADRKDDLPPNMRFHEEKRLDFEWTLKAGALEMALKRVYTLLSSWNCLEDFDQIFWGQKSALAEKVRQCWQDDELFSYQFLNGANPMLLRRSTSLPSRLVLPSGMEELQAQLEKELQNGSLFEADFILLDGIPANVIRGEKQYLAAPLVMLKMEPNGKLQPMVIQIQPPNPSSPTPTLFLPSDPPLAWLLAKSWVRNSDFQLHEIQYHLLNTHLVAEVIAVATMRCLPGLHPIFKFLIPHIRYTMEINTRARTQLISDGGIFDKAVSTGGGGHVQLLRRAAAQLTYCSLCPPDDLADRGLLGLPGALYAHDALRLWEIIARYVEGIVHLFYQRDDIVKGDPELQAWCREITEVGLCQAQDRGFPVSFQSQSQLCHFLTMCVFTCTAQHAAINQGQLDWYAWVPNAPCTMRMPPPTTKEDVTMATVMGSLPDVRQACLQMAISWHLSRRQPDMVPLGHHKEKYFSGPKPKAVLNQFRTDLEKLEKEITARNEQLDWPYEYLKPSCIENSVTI
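Purified human 12hLO (150 nM final) in 25 mM Hepes, 0.01% Triton X-100, pH 7.0 was preincubated 15 min at room temperature with compound. Then 40 uM arachidonic acid was added, 30 min. Hydroperoxide was read by Fe-XO absorbance ratio 573/405 nm.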
Apoferritin bind: binds horse apoferritin like a general anesthetic | P02791 | apoferritin/1-aminoanthracene competitive binding, fluorescence | Potency, µM (top dose mostly 77.5 µM), inactives show at the top dose activity change, negative = displacement, actives largely listed as inhibitors | 350,000 tested, 0.074% active | AID 485281; further: potency means the concentration at half of the fitted maximal effect; on the % scale 0 is the no-effect control and ±100 the full control effect; nearly all actives have a fitted effect of over 20% in size
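Apoferritin-based anesthetic binding model; compound displacement of fluorescent 1-AMA measured as endpoint fluorescence after 10 minutes at room temperature, scaled to free-ligand and complex controls.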
POLK inh: blocks human DNA polymerase kappa activity; purified Pol kappa, fluorescent DNA synthesis assay, 10 min; Potency, µM (top dose mostly 107 µM), for inactives: top-dose activity, negative = inhibition, most hits filed as inhibitors; 400,000 tested, 0.53% active; AID 588579; further: potency means the concentration at half of the fitted maximal effect; on the % scale 0 is the no-effect control and ±100 the full control effect
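Kinetic fluorescence screen: compound preincubated 15 min RT with 10 nM enzyme; 50 nM substrate (final) initiates; reads at 0/10 min.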
RGS4 inhibitor: blocks human RGS4-accelerated GTP hydrolysis; P49798; Transcreener GDP fluorescence polarization, RGS4-accelerated GTP hydrolysis; Potency, µM (highest dose often 114 µM), without a hit: at the top dose activity change, negative = inhibition, hits mostly inhibitors; 390,000 tested, 0.039% active; AID 504845; further: potency means the concentration at half of the fitted maximal effect; on the % scale 0 is the no-effect control and ±100 the full control effect; nearly all actives have a fitted effect of over 75% in size; some results filed as inactive show a strong effect at the top dose
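MLSMR compounds (23 nl, pin-transferred) preincubated 10 min at room temperature with a 500nM (2x) first reagent, then RGS4 at 900nM (2x) plus Transcreener GDP mix added; fluorescence polarization (620/688 nm) read before and after 90 min at 30 °C.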
LDHA inh: LDHA (human) enzyme inhibition | 480,000 tested, 0.15% active | P00338 | activity change, % (values are at about 110 or 230 µM) | purified LDHA, NADH/diaphorase-resazurin fluorescence; active compounds read low | AID 1347041; in the data active means activity change below about -30%; inconclusive means mostly about -25% to -30%;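 further: plate controls were DMSO wells for no effect and wells without enzyme for full effect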
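Remaining NADH was detected by diaphorase (0.133 mg/mL) converting 37 µM resazurin to fluorescent resorufin, read at 0 and 20 minutes. The preceding 5-minute room-temperature reaction used 2 nM LDHA, 0.2 mM sodium pyruvate and 0.06 mM NADH at pH 7.4.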
Pol eta inh: DNA polymerase eta (human) inhibition; Q9Y253; recombinant Pol eta, fluorescent DNA replication assay; Potency, µM (series often up to 114 µM), for the others: at the top dose activity change, negative = inhibition, actives largely listed as inhibitors; 390,000 tested, 1.2% active; AID 588591; further: potency means the concentration at half of the fitted maximal effect; on the % scale 0 is the no-effect control and ±100 the full control effect
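Pol eta at 10 nM preincubated with compounds 15 min at room temperature; reaction started with fluorescent substrate (50 nM final) and read kinetically at 0 and 10 min.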
Numbers without * were called inactive; ? = inconclusive; . = not tested or not shown; & = joins results of further samples; [ ] = another dose, or the depositor's remark. Unless noted, the call rests on the fitted dose curve; in most records, active means well fitted curve in the direction sought with a large enough effect; inconclusive means small, poorly fitted or top-dose-only effect, or another doubt; inactive means no such curve, though single readings can be large; an effect the other way counts as inactive or inconclusive. These rows are one share of the data; rates above refer to the full screens.

No.	canonical_smiles	Pol beta inh	ERG Ets-DNA blk	APE1 inh	ALOX12 inh	Apoferritin bind	POLK inh	RGS4 inhibitor	LDHA inh	Pol eta inh
1	C=CCN(CC=C)C(=O)C1CCN(Cc2ccc(OCc3ccccc3)cc2)CC1	2%	3%	27%	?	?	4%	-10%	-7	-1%
2	CC1CCCN(C(=O)COC(=O)c2cccc(NS(=O)(=O)c3ccccc3)c2)C1 (centres undefined)	.	-5%	0%	10%	.	-3%	-9%	-3	-24%
3	Fc1ccccc1Nc1nc2ccccc2o1	0%	-3%	28%	14%	?	-6%	7%	-6	0%
4	Cc1cccc(NC(=O)CN2CCN(C(=O)C3CCCO3)CC2)c1C (centres undefined)	?	11%	2%	-11%	-1%	-13%	-19%	0	-6%
5	CCCCc1ccc(NC(=O)N2CCNC(=O)C2CC(=O)Nc2ccsc2C(=O)OC)cc1 (centres undefined)	1%	2%	10%	173%[activator]	?	-9%	-12%	-5	-21%
6	CC(=O)Nc1ccc(OCC[n+]2cccc(C(N)=O)c2)cc1	29%	-10%	9%	-10%	-6%	-1%	-6%	-2	-6%
7	CN1CCN(c2ccc(C(=O)c3ccc(Br)cc3)cc2[N+](=O)[O-])CC1	6%	-11%	-2%	-12%	?	-12%	21%	-5	-9%
8	CCOc1ccccc1CNC(=O)CCc1c(C)nn(-c2ccc(N3CCCCC3)nn2)c1C	20%	2%	.	-10%	-15%	0%	3%	-5	-2%
9	Cc1cc(N2CCCCC2)nc2ccc(NC(=O)/C=C/c3ccc(OCCC(C)C)cc3)cc12	11%	5%	.	0%	2%	-11%	-9%	-3	-18%
10	COc1ccc(-n2nnnc2-c2nc3ccccc3s2)cc1	38%	-3%	-2%	1%	6%	-2%	-16%	-12	?
11	CCOc1ccc(C2C3=C(CCCC3=O)N(CC(=O)O)C3=C2C(=O)CCC3)cc1	-24%	-1%	-1%	?	144%[activator]	-37%	5%	4	?
12	CCOC(=O)CC(=O)CSc1nc(C)cc(-c2cccnc2)c1C#N	-3%	.	-7%	3%	-15%	2%[60.1 µM]	-10%	1	-2%
13	CCc1[nH]c(C(=O)O)c(C)c1C(=O)OC	25%	0%	14%	1%	4%	-2%	-1%	-6	0%
14	c1ccc(Cc2cc[n+](Cc3ccccc3)cc2)cc1	7%	16%	8%	-1%	-6%	-11%	-2%	4	5%
15	Nc1ncnc2c1ncn2CCN1CCCCC1	6%	19%	0%	10%	-4%	-2%	-25%	-3	3%
16	CCN=C1SC(CC(=O)NCC)C(=O)N1CC (centres undefined)	25%	0%	0%	0%	-9%	0%	?	-2	-5%
17	CNCC(C)COc1ccccc1OCc1ccccc1 (centres undefined)	5%	9%	4%	-17%	4%	3%	14%	-11	-4%
18	Cn1c(SCC(=O)N2CCOCC2)nnc1-c1ccco1	46%	-11%	1%	18%	8%	-2%	-30%	-5	-22%
19	O=C(c1cccc(S(=O)(=O)Nc2ccccc2Cl)c1)N1CCC1	.	-19%	3%	6%	.	-2%	-1%	-12	7%
20	O=C(CS(=O)CC(=O)Nc1ccc(Cl)cc1)NCC1OCCc2ccccc21 (centres undefined)	1%	-1%	1%	-15%	?	-7%	-23%	-8	2%

Overlap with the part before: three compounds, followed by the next part.
No.	canonical_smiles	Pol beta inh	ERG Ets-DNA blk	APE1 inh	ALOX12 inh	Apoferritin bind	POLK inh	RGS4 inhibitor	LDHA inh	Pol eta inh
18	Cn1c(SCC(=O)N2CCOCC2)nnc1-c1ccco1	46%	-11%	1%	18%	8%	-2%	-30%	-5	-22%
19	O=C(c1cccc(S(=O)(=O)Nc2ccccc2Cl)c1)N1CCC1	.	-19%	3%	6%	.	-2%	-1%	-12	7%
20	O=C(CS(=O)CC(=O)Nc1ccc(Cl)cc1)NCC1OCCc2ccccc21 (centres undefined)	1%	-1%	1%	-15%	?	-7%	-23%	-8	2%
21	O=C(Nc1ccccc1OC(F)F)c1ccc(S(=O)(=O)N2CCCC2)cc1	.	45%[activator]	-7%	6%	.	-3%	?	11	-28%
22	Nc1nc(Nc2cccc(F)c2)nc(N2CCOCC2)c1[N+](=O)[O-]	-17%	1%	0%	152%[activator]	-13%	-12%	10%	-3	3%
23	CCCC(=O)Nc1cccn(Cc2ccccc2Br)c1=O	28%	9%	1%	-15%	-19%	2%	-9%	1	-10%
24	COc1ccc(NC(=O)CS(=O)(=O)c2cn(CC(=O)N3CCOCC3)c3ccccc23)cc1OC	7%	15%	-2%	?	-8%	-3%	10%	7	-6%
25	CN(CC(=O)NC1CCCC1)S(=O)(=O)c1cnc[nH]1	21%	1%	-5%	-1%	-2%	-20%	7%	-4	-1%
26	COc1ccc(/C=N/NC(=O)c2c(Br)cnn2C)c2ccccc12	-30%	5%	22%	470%[activator]	-2%	-3%	-27%	-1	-17%
27	CCC1Oc2ccccc2N(CC(=O)NCCCN2CCOCC2)C1=O (centres undefined)	.	-14%	.	13%[57.4 µM]	.	-8%	11%	-7	-4%
28	COc1ccccc1C(=O)COC(=O)c1cccc(S(=O)(=O)N2CCCC2)c1	0%	13%	-9%	18%	-18%	-11%	-24%	-5	-20%
29	Cc1cccc(C)c1OCC(=O)Nc1ncn[nH]1	-2%&-2%	0%&-3%	-4%	-2%&4%	-12%&-2%	2%&5%	-8%&-7%	-11&2	-18%&-6%
30	CC(=O)/C(N=Nc1ccc(C(=O)O)cc1)=C(\C)O	23%	53%[activator]	-10%	?	4%	-3%	4%	1	0%
31	Cc1cc(N2CCN(c3ccc(F)cc3)CC2)nc(-c2ccccc2)n1	12%	5%	16%	8%	-1%	-6%	-34%	2	?
32	CN(C)/C=N/NC(=O)C1Cc2c(ccc3ccccc23)O1 (centres undefined)	22%	-3%	-10%	7%	-2%	-1%	4%	-7	-8%
33	Cc1cccc(CC2S/C(=N/c3ccccn3)NC2=O)c1 (centres undefined)	-12%	7%	-2%	?	2%	-2%	-17%	-3	-18%
34	Cc1ccc(C)c(NNC(N)=S)c1	5%	-1%	2%	-29%	-4%	-17%	-15%	19	-2%
35	CCc1ccc(-n2c(=O)c3sc4ccccc4c3n(CC(=O)NCc3ccccc3)c2=O)cc1	37%	2%	.	-20%	0%	-10%	21%	-15	-10%
36	O=C(Cc1cccs1)Nc1ccc(-c2nnc(-c3ccccc3)o2)cc1	.	7%	.	5%	.	-10%	-12%	-3	?
37	CCOC(=O)CC(NC(=O)c1ccccc1)c1ccc(OC)cc1 (centres undefined)	42%	-3%	-1%	-1%	-7%	-12%	-19%	-5	-6%
38	CC(=O)c1ccc(N2CCN(Cc3nc(Cc4ccccc4)no3)CC2)cc1	5%	15%	-2%	13%	-15%	-4%	6%	-3	0%
39	CC(C)(C)OC(=O)C[C@H]1C/C=C\C[C@H](CC(=O)NCCO)C(=O)N[C@@H](Cc2ccccc2)COC1=O	.	-20%	24%	-2%	.	13%	-2%	-4	-14%
40	Cc1ccc(NC(=O)c2ccc(C(C)(C)C)cc2)cc1[N+](=O)[O-]	12%	-4%	-1%	3%	-4%	1%	-19%	0	?

The final five records of the section before are carried over, then new ones follow.
No.	canonical_smiles	Pol beta inh	ERG Ets-DNA blk	APE1 inh	ALOX12 inh	Apoferritin bind	POLK inh	RGS4 inhibitor	LDHA inh	Pol eta inh
36	O=C(Cc1cccs1)Nc1ccc(-c2nnc(-c3ccccc3)o2)cc1	.	7%	.	5%	.	-10%	-12%	-3	?
37	CCOC(=O)CC(NC(=O)c1ccccc1)c1ccc(OC)cc1 (centres undefined)	42%	-3%	-1%	-1%	-7%	-12%	-19%	-5	-6%
38	CC(=O)c1ccc(N2CCN(Cc3nc(Cc4ccccc4)no3)CC2)cc1	5%	15%	-2%	13%	-15%	-4%	6%	-3	0%
39	CC(C)(C)OC(=O)C[C@H]1C/C=C\C[C@H](CC(=O)NCCO)C(=O)N[C@@H](Cc2ccccc2)COC1=O	.	-20%	24%	-2%	.	13%	-2%	-4	-14%
40	Cc1ccc(NC(=O)c2ccc(C(C)(C)C)cc2)cc1[N+](=O)[O-]	12%	-4%	-1%	3%	-4%	1%	-19%	0	?
41	Brc1ccc(-c2nc(N3CCN(c4ccccc4)CC3)c3ccccc3n2)cc1	6%	0%	.	-51%	41%[activator]	-9%[60.1 µM]	15%	0	-15%
42	CCCn1c(=O)c(-c2ccccc2)c(O)c2ccccc21	-2%	-8%	13%	-28%	16%	-16%	-12%	0	2%
43	CCCCCSc1nnc(C)c(=O)[nH]1	-12%	2%	2%	4%	-12%	-6%	6%	-6	-6%
44	O=C(NCCCCc1ccccc1)Nc1ccc(F)cc1F	0%	6%	-1%	0%	0%	-8%	14%	-9	4%
45	Cc1noc(C)c1S(=O)(=O)N1CCC(C(=O)N2CCC(C)CC2)CC1	9%	7%	-3%	37%[activator]	-3%	2%	-29%	0	-13%
46	CC(=O)NCCNC(=O)CCCn1c(=O)[nH]c2ccsc2c1=O	15%	4%	.	-21%	-5%	-2%	22%	-6	-14%
47	CCN(CC)c1ccc2cc(NC(=O)CCC(=O)O)c(=O)oc2c1	-22%	.	2%	0%	.	-11%	5%	9	-2%
48	CCN(CC)S(=O)(=O)c1cc(C(=O)OC)ccc1Cl	28%	-14%	2%	-14%	?	1%	-11%	-5	-3%
